OX1R antag: antagonists of human orexin 1 receptor (OX1R) | O43613 | OX1R-expressing cells, FRET antagonist read-out | inhibition, % at 6.6 µM | 330,000 compounds, 1.8% hits | AID 485270; in the data active means inhibition mostly above about 38%, no sharp cut-off; inactive means mostly below about 40%;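 further: 0% = agonist challenge alone and 100% = reference antagonist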
Target sequence (O43613 whole entry, looked up): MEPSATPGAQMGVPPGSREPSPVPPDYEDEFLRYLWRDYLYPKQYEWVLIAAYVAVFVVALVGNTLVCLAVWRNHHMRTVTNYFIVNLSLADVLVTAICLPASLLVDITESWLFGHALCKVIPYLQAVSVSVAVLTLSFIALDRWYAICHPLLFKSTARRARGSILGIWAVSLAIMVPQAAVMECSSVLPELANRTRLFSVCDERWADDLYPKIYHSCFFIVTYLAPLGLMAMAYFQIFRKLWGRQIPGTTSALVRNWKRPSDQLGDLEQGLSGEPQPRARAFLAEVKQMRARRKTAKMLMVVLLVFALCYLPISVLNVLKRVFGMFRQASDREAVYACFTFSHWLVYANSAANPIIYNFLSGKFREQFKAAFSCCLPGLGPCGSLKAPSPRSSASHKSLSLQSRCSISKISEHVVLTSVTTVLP
STK33 kinase inh: blocks human STK33 kinase activity. Q9BYT3. purified STK33, MBP phosphorylation, ADP-Glo luminescence. inhibition, % at 10 µM. 320,000 compounds, 0.073% hits. AID 2661;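 active means inhibition at or above 25%, using the most active replicate where run in duplicate; inactive means inhibition below 25%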
Target sequence (Q9BYT3 whole entry, looked up): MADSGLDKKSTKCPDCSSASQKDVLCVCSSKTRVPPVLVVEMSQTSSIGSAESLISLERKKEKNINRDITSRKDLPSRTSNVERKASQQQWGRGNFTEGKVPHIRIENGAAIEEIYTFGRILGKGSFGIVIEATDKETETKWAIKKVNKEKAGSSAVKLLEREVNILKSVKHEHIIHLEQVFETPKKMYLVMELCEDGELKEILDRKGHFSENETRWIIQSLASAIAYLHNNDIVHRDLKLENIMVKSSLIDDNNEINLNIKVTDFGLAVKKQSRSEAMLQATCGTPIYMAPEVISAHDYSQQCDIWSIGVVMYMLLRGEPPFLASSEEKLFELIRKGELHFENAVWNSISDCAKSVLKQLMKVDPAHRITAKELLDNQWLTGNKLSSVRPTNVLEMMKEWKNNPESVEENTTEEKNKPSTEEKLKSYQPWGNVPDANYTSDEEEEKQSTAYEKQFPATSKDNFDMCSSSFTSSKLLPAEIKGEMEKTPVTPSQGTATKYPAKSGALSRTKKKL
* = called active by the depositor; . = no result given.

STK33 kinase inh,OX1R antag,structure
-1.9,0.5,O=C(NCc1ccccc1CN1CCCCC1)c1ccc(Cl)cc1N1CCCC1=O
-0.2,21.4,COc1ccc(NC(=O)Cn2nc(C(=O)O)c3ccccc3c2=O)cc1Cl
-0.5,-0.3,CCOC(=O)C1(CCOC)CCN(CC(C)Cc2ccc3c(c2)OCO3)CC1 (configuration not stated)
-0.7,17.9,Cc1nc2c3ccccc3nc(NNC(=O)CCC(=O)N3CCC(C)CC3)n2n1
1.1,9.2,CN(C(=O)COC(=O)c1ccccc1OCc1ccc(Cl)cc1)c1c(N)n(Cc2ccccc2)c(=O)[nH]c1=O
0.3,4.1,C[C@]12c3[nH]c4ccccc4c3CCN1C(=O)C(CC(=O)NCCN1CCOCC1)C[C@@H]2C(=O)N1CCOCC1 (some centres not stated)
-1.2,11.8,CC1(C)NC(=O)N(CC(O)COc2ccccc2[N+](=O)[O-])C1=O (configuration not stated)
-2.5,32.2,COCc1cc(C)nc2sc(C(=O)Nc3ccccc3C)c(N)c12
0.3,32.8,COc1ccc(-c2csc(NC(=O)CSc3nc4ccccc4c(=O)[nH]3)n2)cc1
-0.5,4.2,CC(C)OC(=O)NCCOC(=O)Nc1ccc(Cl)cc1
-1.0,.,CCOc1ccc(/C=N/NC(=O)c2[nH]c3ccc(C)cc3c2C)cc1
2.9,73.8,Cn1c(-c2ccc3ccccc3n2)nc2cnccc21
-0.8,3.7,CSc1ncc(CN2CCN(CC=C(C)C)C(CCO)C2)cn1 (configuration not stated)
0.1,1.5,CCCCCC(=O)Nc1ccc(N2CCN(C(=O)CCC)CC2)cc1
-2.4,-4.2,Cc1nc(C(N)=O)c(N)n1CCc1ccccc1
-0.8,3.4,COc1nc(-c2ccccc2)ncc1S(=O)(=O)c1ccccc1
2.8,1.6,CN=C(NC#N)SCC(=O)c1ccc(Cl)cc1Cl
-0.4,6.9,CCOC(=O)c1c(NC(=S)NC(=O)c2ccc(Cn3cc(Cl)cn3)o2)sc2c1CCC(C)C2 (configuration not stated)
-0.1,11.2,CCC(C)NC(=O)c1cnn2c1NC(c1cccs1)CC2C(F)(F)F (configuration not stated)
-0.7,29.6,CCN(c1ccc2c(c1)OCO2)S(=O)(=O)c1cc(Br)cc2c1N(C(=O)C1CC1)CC2
-0.3,15.1,COc1ccc(C(=O)Nc2sc3c(c2C(=O)O)CC(C)(C)OC3)cc1
0.2,15.8,Cn1ccc(=Nc2ccc(NC(=O)c3ccc(N=c4ccn(C)c5ccc([N+](=O)[O-])cc45)cc3)cc2)cc1
0.5,10.2,CC(C)c1ccc(C(=O)NN2CCOCC2)cc1
1.3,18.8,O=C(c1ccco1)N1CCCC(c2nc3c(nnn3Cc3cccc(Cl)c3)c(=O)[nH]2)C1 (configuration not stated)
-1.2,18.0,CCOC(=O)N/N=C/c1c(C)c(C(=O)c2ccc(F)cc2)n2ccccc12
-1.1,2.2,CCCCn1c(N)c(N(CC)C(=O)C2CCN(C(=O)c3ccccc3C)CC2)c(=O)[nH]c1=O
-3.3,-3.6,Cn1c(NCc2ccco2)nc2c1c(=O)n(Cc1ccc(Cl)cc1Cl)c(=O)n2C
-2.3,1.9,O=C(OCc1cc2ccccc2[nH]c1=O)c1ccco1
-1.0,10.7,CCCCOc1ncnc2c1[nH]c1ccc(OCC)cc12
-1.3,20.2,O=C(Nc1c(Cl)cccc1Cl)c1cc(-c2ccco2)on1
0.7,10.1,Cc1cccc(OCc2n[nH]c(=S)n2C2CCCCC2)c1
0.4,-0.6,Cc1cccc(NC(=O)CCN2CCN(C/C=C/c3ccccc3)CC2)c1
-0.8,22.4,CN(C(=S)Nc1cccnc1)c1ccc(O)cc1
4.2,.,CCN(CCn1cccn1)C(=O)c1cc(COc2cc(C)ccc2C)on1
0.0,6.7,Cc1ccnc(N(C(=O)Nc2ccccc2)C2=NCC(C)(C)S2)c1
0.5,40.5,CCOc1ccc2ccccc2c1/C=N/NC(=O)c1cc(C)[nH]n1
-0.9,6.8,O=C(NCC1CCCO1)c1ccc(Cl)c(S(=O)(=O)Nc2ccccc2)c1 (configuration not stated)
0.5,12.2,O=C(N/N=C/c1ccc(Cl)cc1)c1n[nH]c2c1CCCC2
-0.2,-1.9,CC(C)CNC(=O)C(=O)NCCCN1CCOCC1
0.1,3.1,Cc1nc(N2CCN(S(=O)(=O)c3ccc(F)cc3)CC2)c2c(C)c(C)sc2n1
0.1,24.0,Cc1cc(NC(=S)Nc2cccnc2)ccc1Br
-0.5,27.1,CCOC(=O)c1ccccc1NC(=O)COC(=O)C1=COCCO1
0.9,25.8,Cc1ccc(OCC(=O)Nc2nnc(S(=O)(=O)N3CCCCCC3)s2)cc1C
-0.5,32.8,CCOc1ccc(-c2nc(S(=O)(=O)c3ccccc3)c(NCc3cccnc3)o2)cc1
-0.2,11.0,CC(C)(C)C1=C(C#N)C(c2cccnc2)C(C#N)=C(N)O1 (configuration not stated)
-0.6,9.4,Cc1cccc(S(=O)(=O)NCCNS(=O)(=O)c2cccc(C)c2)c1
-1.9,4.2,COc1nc2ccccc2c(=O)n1OCC(C)C
.,1.2,COc1ccccc1C(=O)NC(=O)COC(=O)CNC(=O)c1ccccc1
-0.9,-5.8,Cn1cnnc1SCC(=O)Nc1ccc(S(=O)(=O)N2CCOCC2)cc1
0.6,4.9,Cc1cc(Br)c(NC(=O)CSc2n[nH]c(N)n2)c(Br)c1
-2.7,16.8,COCC1CCCN(C(=O)c2ccc3oc(C(C)C)nc3c2)C1 (configuration not stated)
-2.1,.,O=C(Nc1ccc(S(=O)(=O)Nc2ncccn2)cc1)c1ccc(Cl)c([N+](=O)[O-])c1
-2.7,11.6,O=C(CNCc1ccc(F)cc1)Nc1ccc(S(=O)(=O)N2CCOCC2)cc1
2.1,4.0,COCCNc1nnc(Cc2ccc(OC)c(OC)c2)c(=O)[nH]1
-3.9,-14.5,Cc1ccc(OCc2cc(C(=O)N3CCc4[nH]cnc4C3c3ccccn3)no2)cc1C (configuration not stated)
-1.3,8.9,Cc1ccc2cc(C)c(SCC(=O)Nc3ccc(S(=O)(=O)N4CCCC4)cc3)nc2c1
-2.2,13.3,COc1ccc(NC(=O)C(NC(=O)c2ccc(=O)[nH]c2)c2ccc(OC)cc2)cc1 (configuration not stated)
-1.7,18.2,CC(C)Cc1ccc(S(=O)(=O)N2CCN(C(=O)c3ccco3)CC2)cc1
1.6,14.2,CCN(CC(=O)Nc1ccc(NC(C)=O)cc1)C(=O)C1CCC1
.,5.5,Cc1cc(C)n2nc(C(=O)N3CCOCC3)nc2n1

One compound at a time (already shown). Screens in order: STK33 kinase inh | OX1R antag
Shown for Cc1cc(Br)c(NC(=O)CSc2n[nH]c(N)n2)c(Br)c1 : 0.6 | 4.9
Shown for COCCNc1nnc(Cc2ccc(OC)c(OC)c2)c(=O)[nH]1 : 2.1 | 4.0
Shown for COc1ccc(NC(=O)C(NC(=O)c2ccc(=O)[nH]c2)c2ccc(OC)cc2)cc1 (configuration not stated) : -2.2 | 13.3

(listing goes on)
STK33 kinase inh,OX1R antag,structure
-2.0,48.1*,Cn1c(=O)c2c(nc(NN=C3CCCC3)n2C)n(C)c1=O
11.7,7.7,O=C1CCC(C(=O)OCC(=O)Nc2ccc(Cl)cc2C(F)(F)F)=NN1
0.4,8.8,COc1cccc(/C(O)=C2\C(=O)C(=O)N(c3ccccn3)C2c2cccc(OC)c2OC)c1 (configuration not stated)
-0.8,11.4,O=C(CSc1n[nH]c(=O)[nH]c1=O)N/N=C/C=C\c1ccccc1
-0.4,7.3,O=C(Nc1ccon1)c1nc[nH]c1C(=O)N1CCN(c2ccccc2)CC1
-2.7,5.7,COc1ccc(O)c(-c2cc(-c3ccccc3Cl)[nH]n2)c1
-0.5,6.4,O=C(CSc1nc(-c2ccco2)cc(C(F)(F)F)n1)NCCN1CCOCC1
-1.5,9.8,O=C(/C=C/c1ccccc1)OCC(=O)c1ccc[nH]1
-0.9,9.6,Cn1c(SCC(=O)NC(C)(C)C)nnc1-c1cccc(NC(=O)c2ccccc2F)c1
1.0,3.9,O=C1N[C@@H](Cc2ccccc2)C(=O)N2[C@@H]3N(S(=O)(=O)c4ccc(F)cc4)c4ccccc4[C@]3(Br)C[C@@H]12
2.9,-1.2,CCNC(=S)N1CCN(C(=O)c2ccco2)CC1
-0.4,8.0,CCc1nc(SCc2cccnc2)c(C#N)cc1C
-0.3,-0.1,C/C1=C\CCC2C(/C=C(\C)CC1)OC(=O)C2CN1CCCCC1 (configuration not stated)
-0.8,16.9,O=C(/C=C/c1ccccc1)N1CCN(c2cccc(Cl)n2)CC1
-0.1,10.1,CC(C)(C)NC(=O)NC(=O)COC(=O)c1cccc(S(=O)(=O)N2CCCCC2)c1
-1.5,2.8,CSc1ccccc1NC(=O)CN(C)CC(=O)Nc1ccc(S(=O)(=O)N2CCCC2)cc1
1.5,13.8,CC1=NN(c2nc(-c3ccc(C)cc3)cs2)C(=O)C1N=Nc1ccccc1O (configuration not stated)
0.8,10.7,Cc1nc2cc(F)ccc2n1C1CCN(C(=O)c2ccc(F)cc2F)CC1
-1.4,7.2,CCOc1ccc(N(C(=O)Cn2nnc3ccccc32)C(C(=O)NC(C)(C)CC)c2cccn2C)cc1 (configuration not stated)
-1.2,26.1,COc1cc(C(=O)OCC(=O)N(C)Cc2ccccc2)cc(OC)c1OC
-0.6,18.0,Cc1ccc(CN2CC34C=CC(O3)C(C(=O)NCc3ccc5c(c3)OCO5)C4C2=O)cc1 (configuration not stated)
1.4,0.6,C=CCCCCCCCCC(=O)NNC1CC(=O)N(c2ccccc2)C1=O (configuration not stated)
0.5,11.3,Cc1cc(Br)ccc1SCC(=O)OCC(=O)NCc1ccco1
-0.3,6.2,COC(=O)CSc1nnc(C)c(=O)[nH]1
-2.0,11.1,NC(=O)c1ccc(-n2nnnc2Oc2ccccc2)cc1
0.6,31.1,CCOc1ccc(NC(=O)CN(C)C(=O)c2ccccc2CCc2ccccc2)cc1OCC
0.7,5.6,COc1ccc(Br)cc1/C=N/NC(=O)C[n+]1ccccc1
-1.9,7.6,Cc1ccc(CNC(=O)CSc2nccn(-c3ccc(C)c(F)c3)c2=O)cc1
-1.8,16.3,O=C(Nc1nc2n(n1)C(c1ccccc1)CC(c1ccc(Cl)cc1)N2)c1ccco1 (configuration not stated)
1.1,85.3*,S=c1[nH]nc2nnc3ccccc3n12
-1.3,0.5,O=C(NC1CCN(Cc2ccccc2)CC1)c1ccc(Cl)cc1Cl
-0.7,32.0,COc1ccc(N(CC(=O)N2CCCCCC2)S(=O)(=O)c2ccccc2)cc1
-0.8,11.7,CN1CCc2c(sc3c2C(=O)NC(c2ccc(-c4ccc(Cl)cc4)o2)N3)C1 (configuration not stated)
2.6,82.7*,Cc1csc(NC(=O)CSCC(=O)O)c1-c1nc2ccccc2s1
-0.7,5.0,CC(C)(C)c1ccc(Cn2nnc3c(=O)[nH]c(C4CCCN(C(=O)c5ccco5)C4)nc32)cc1 (configuration not stated)
-2.2,2.2,CC1(C(=O)Nc2cccc(C(F)(F)F)c2)CO1 (configuration not stated)
17.8,16.0,Oc1ccc(/C=N/Nc2nccnc2Cl)cc1
-1.6,11.8,CC(C)C[C@H](NC(=O)C1CCN(C(=O)[C@H](Cc2ccccc2)NC(=O)OC(C)(C)C)CC1)C(=O)O
-1.1,9.5,O=C(O)CSC12CC3CC(C1)CC(C(=O)O)(C3)C2
2.3,16.8,COc1ccc(CNC(=O)C/C(C)=N/NC(=O)COc2ccc(Br)cc2)cc1
2.8,35.9*,CCOc1ccccc1NC(=O)CN1C(=O)NC(Cc2c[nH]c3ccccc23)C1=O (configuration not stated)
-1.6,7.8,CC(c1ccccc1)N1C(=O)c2cccnc2C1=O (configuration not stated)
1.4,16.5,C/C=C\C=C/C(=O)Nc1cccc(C2=NOC3(C2)C[C@H](C(N)=O)N(C(=O)Cc2ccc([N+](=O)[O-])cc2)C3)c1 (some centres not stated)
6.3,53.3,CCC(C)NC(=O)Nc1ccc(F)c(Cl)c1 (configuration not stated)
-1.6,.,CS(=O)(=O)N1CCC(C(=O)Nc2ccccc2Cl)CC1
.,20.5,O=c1oc2ccccc2c(NC2CCCCC2)c1NS(=O)(=O)c1ccc(Cl)cc1
-3.8,6.6,CCOC(=O)C1=CC[C@H]2c3c(c4ccccc4n3C)C(=O)C1N2S(=O)(=O)c1ccc(C)cc1
0.3,11.0,Cc1c(C(=O)N2CCOCC2)sc(NC(=O)CCl)c1C#N
-0.2,2.6,Cc1cc(C)n(CC(O)COCc2ccco2)n1 (configuration not stated)
2.7,11.0,CCOC(=O)c1cnc(SCc2ccccc2)nc1N
0.1,9.8,C/C(CC(=O)NC(C)(C)C)=N\NC(=O)c1ccco1
-0.7,15.6,COc1ccc(N2CCN(S(=O)(=O)c3cc4c5c(c3)C(C)C(=O)N5CCC4)CC2)cc1 (configuration not stated)
-0.8,24.1,Cc1ccc(C(=O)N[C@H](C(=O)Nc2cc(Cl)cc(Cl)c2)C(C)C)cc1
-2.4,24.4,COc1ccc(NC(=O)CN2C(=O)c3ccccc3S2(=O)=O)cc1OC
-0.9,3.6,COc1ccccc1N1CCN(C2CCC(C)CC2)CC1 (configuration not stated)
-0.9,7.3,Nc1nnc(SCC(=O)NC2CCCc3ccccc32)s1 (configuration not stated)
1.1,7.5,O=C(Cc1ccccc1)Nc1ccccc1Sc1ccccc1

Reformatted in CSV form: part of the list above
SMILES,STK33 kinase inh,OX1R antag
CCOC(=O)C1=CC[C@H]2c3c(c4ccccc4n3C)C(=O)C1N2S(=O)(=O)c1ccc(C)cc1,-3.8,6.6
Cc1c(C(=O)N2CCOCC2)sc(NC(=O)CCl)c1C#N,0.3,11.0

An excerpt from above in order of SMILES length, lowest first.
STK33 kinase inh,OX1R antag,structure
-1.6,7.8,CC(c1ccccc1)N1C(=O)c2cccnc2C1=O (configuration not stated)
-0.9,7.3,Nc1nnc(SCC(=O)NC2CCCc3ccccc32)s1 (configuration not stated)
2.6,82.7*,Cc1csc(NC(=O)CSCC(=O)O)c1-c1nc2ccccc2s1
.,20.5,O=c1oc2ccccc2c(NC2CCCCC2)c1NS(=O)(=O)c1ccc(Cl)cc1

The order is random. Share with any hit: about 1.8%.
